Compound activity (PubChem)
S-ASM inh: human S-ASM enzyme inhibition; P17405; placental ASM, HMU-PC fluorogenic substrate, 60 min; Potency, µM (highest dose often 57.5 µM), without a hit: top-dose activity change, negative = inhibition, most hits filed as inhibitors; 0.006% of 340,000 active; note: potency is the fitted concentration of half-maximal effect
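Human placenta-derived ASM preincubated with compound 10 min at room temperature, then reacted with 9 uM (final) fluorogenic HMU-PC substrate for 60 min at 37 C. Stop solution raises pH to 10; fluorescence read at Ex 386/Em 447 nm.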
Eya2 inh: Eya2 (human) phosphatase inhibition. AID 488837. O00167. 0.006% of 330,000 active. recombinant Eya2, OMFP fluorescence dephosphorylation (OMFP is methylfluorescein phosphate). Potency, µM (highest dose often 76.9 µM), for inactives: at the top dose activity, negative = inhibition, most hits filed as inhibitors; note: potency is the fitted concentration of half-maximal effect; % is set by controls: 0 for no effect and ±100 for the full control effect
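Eya2 (0.2 uM) preincubated 10 min at ambient with compound, then OMFP substrate added at 50 uM; 10 min reaction in 50 mM HEPES pH 7.5, 50 mM NaCl, 5 uM MgCl2, 0.05% BSA, 1 mM DTT. Fluorescence read at Ex 485/Em 525 nm.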
MBNL1-CUG inh: MBNL1-poly(CUG) RNA binding inhibition. TR-FRET MBNL1-His/biotin-(CUG)12 binding, 665/545 ratio. 0.036% of 280,000 active. Potency, µM (titrated, usually from 57.5 µM), for the others: at the highest dose activity change, negative = inhibition, most hits filed as inhibitors. Q9NR56; active = well fitted inhibition curve with a large enough effect in the signal ratio, with a control signal flat, not every such curve was filed as active; inconclusive = small, poorly fitted or top-dose-only effect, or effect the other way, or a change in a side signal; inactive = no such curve, though single readings can be large or run the other way; the % refers to the signal ratio; note: potency is the fitted concentration of half-maximal effect; % is set by controls: 0 for no effect and ±100 for the full control effect
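Compound titration spanned 92 nM–58 uM against the MBNL1-His/biotin-(CUG)12 complex. After 60 min at room temperature with 5 nM streptavidin-XL665 and 0.055 ng/ul terbium anti-His, ratiometric 665/545 nm emission (Ex 340 nm) normalized to controls.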
Chronic BCR inh: blocks chronic active B-cell receptor signaling; ABC-DLBCL IkBa-CBG/CBR reporter, luminescence ratio, 4 h; Potency, µM (top dose mostly 46.1 µM), for inactives: at the top dose ratio change, negative = lower green/red ratio, usual class: inhibitors; 0.05% of 340,000 active; AID 493014; active = well fitted inhibition curve with a large enough effect in the signal ratio, with a control signal flat, not every such curve was filed as active; inconclusive = small, poorly fitted or top-dose-only effect, or effect the other way, or a change in a side signal; the % refers to the signal ratio;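 note: potency is the fitted concentration of half-maximal effect; plate controls were basal doxycycline-induced cells for no effect and cells given 10 µM MG132 for full effect; MG132 reads +100%, hits lower the ratio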
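TMD8 ABC-DLBCL cells carrying doxycycline-inducible green luciferase fused to IkappaBalpha plus unfused red luciferase were exposed to compounds (up to 46 uM) for 4 hrs at 37C. Activity came from the overlap-corrected green/red luminescence ratio.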
hERG WT inh: blocks the wildtype human KCNH2 potassium channel | Q12809 | U2OS, BacMam KCNH2, thallium flux FluxOr; stronger effect = lower value | activity change, % at 1.84 µM | 0.37% of 340,000 active | AID 720551;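 active = maximum activity change below -70%; inconclusive = maximum activity change between -70% and -50%; inactive = maximum activity change above -50%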; note: % is set by controls: 0 for no effect and ±100 for the full control effect
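U2OS cells transduced with wild-type KCNH2 virus are loaded with FluxOr dye for 45 min, and thallium flux is measured in kinetic reads before and after stimulation buffer. Rate constants are normalized to DMSO controls.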
TSHR antagonist: antagonists of human thyroid stimulating hormone receptor; 0.2% of 330,000 active; TSHR-expressing cells, TSH-stimulated cAMP HTRF, 2 h; stronger effect = lower value; activity change, negative = inhibition, % at 11.5 µM;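 active = activity change below a set negative limit, meaning inhibition stronger than a set level, cut at about -70% in these data; inconclusive = activity change between two set negative limits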; note: % is set by controls: 0 for no effect and ±100 for the full control effect
Target sequence (P16473 whole entry, looked up): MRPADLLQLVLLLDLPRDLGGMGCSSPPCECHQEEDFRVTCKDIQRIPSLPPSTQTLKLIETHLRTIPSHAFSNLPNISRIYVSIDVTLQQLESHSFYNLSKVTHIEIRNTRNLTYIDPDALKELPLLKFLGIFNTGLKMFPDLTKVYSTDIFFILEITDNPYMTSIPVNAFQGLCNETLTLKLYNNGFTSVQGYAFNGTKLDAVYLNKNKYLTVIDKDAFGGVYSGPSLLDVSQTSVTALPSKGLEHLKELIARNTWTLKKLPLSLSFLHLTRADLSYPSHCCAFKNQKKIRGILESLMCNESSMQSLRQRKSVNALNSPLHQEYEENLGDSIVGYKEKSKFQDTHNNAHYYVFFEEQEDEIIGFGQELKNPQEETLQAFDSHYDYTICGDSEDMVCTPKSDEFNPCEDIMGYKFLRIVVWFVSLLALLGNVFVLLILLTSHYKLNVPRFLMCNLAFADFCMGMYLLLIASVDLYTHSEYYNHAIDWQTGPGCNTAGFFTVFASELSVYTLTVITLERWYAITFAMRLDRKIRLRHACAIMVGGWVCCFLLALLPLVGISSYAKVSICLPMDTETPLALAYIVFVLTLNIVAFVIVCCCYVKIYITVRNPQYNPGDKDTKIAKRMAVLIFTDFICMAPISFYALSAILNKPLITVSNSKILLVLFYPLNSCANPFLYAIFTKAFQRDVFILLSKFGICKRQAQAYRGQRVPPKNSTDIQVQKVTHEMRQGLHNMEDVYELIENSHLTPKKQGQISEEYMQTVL
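TSHR-expressing cells, 200/well, pre-treated with compound, then stimulated with EC80 TSH (4nM final) for 2 hours at 37 deg C. cAMP measured by competitive HTRF: anti-cAMP cryptate antibody in lysis buffer plus cAMP-d2, read after 30 minutes at room temperature.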
PKM2 act: increases activity of human pyruvate kinase M2 | purified PKM2, Kinase-Glo ATP luminescence, activation; response scale: 0% is enzyme alone, no compound | Potency, µM (titrated, usually from 57.5 µM), without a hit: top-dose activation, most hits filed as activators | 0.34% of 260,000 active | AID 1631; note: potency is the fitted concentration of half-maximal effect; % is set by controls: 0 for no effect and ±100 for the full control effect; nearly all actives have a fitted effect of over 55% in size
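Purified hPK-M2 (>95%) run at intermediate activity with 0.1 mM ADP and 0.5 mM PEP in 50 mM imidazole pH 7.2, KCl, MgCl2; 1 h room temperature. ATP formed read by Kinase-Glo luminescence; normalized to uninhibited and no-enzyme controls.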
GALK inhibitor: blocks human galactokinase activity | Potency, µM (highest dose often 57.5 µM), without a hit: top-dose activity change, negative = inhibition, actives largely listed as inhibitors | 0.007% of 270,000 active | Purified GALK, Kinase-Glo residual ATP luminescence | P51570 | AID 1868; note: potency is the fitted concentration of half-maximal effect; % is set by controls: 0 for no effect and ±100 for the full control effect
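5 nM enzyme, 35 uM ATP, 100 uM galactose, 20 mM HEPES pH8.0, 5 mM MgCl2; 1 h RT; residual ATP by Kinase-Glo Plus luminescence, qHTS format.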
Mito fusion yeast: inhibitors of mitochondrial division or activators of mitochondrial fusion. Potency, µM (top dose mostly 46.1 µM), without a hit: top-dose growth rescue (activation), hits mostly activators. AID 485298. S. cerevisiae fusion-defective mutant growth rescue, CellTiterGlo 48 h. 0.23% of 320,000 active;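 note: potency is the fitted concentration of half-maximal effect; % of control where 0% means no effect; nearly all actives have a fitted effect of over 45% in size; temperature-sensitive fusion mutants such as fzo1-1 at 37 °C on non-fermentable ethanol glycerol medium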
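Temperature-sensitive fusion-defective S. cerevisiae (e.g. fzo1-1, mgm1-5) were grown with compound in YPEG medium (3% ethanol, 3% glycerol) for 48 hours at 37C. Growth rescue was measured as viability by CellTiterGlo luminescence after 10 minutes at ambient.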
Menin MLL FP TR: displaces Texas Red mutant MLL peptide from human menin | Menin + Texas Red MLL mutant peptide, fluorescence polarization | Potency, µM (titrated, usually from 61.6 µM), inactives show at the top dose FP activity change, negative = inhibition, most hits filed as inhibitors | 0.23% of 270,000 active; active = well fitted inhibition curve with a large enough effect in the polarisation, with a control signal flat, not every such curve was filed as active; inconclusive = small, poorly fitted or top-dose-only effect, or effect the other way, or a change in a side signal; inactive = no such curve, though single readings can be large or run the other way; the % refers to the polarisation; note: potency is the fitted concentration of half-maximal effect; % of control where 0% means no effect; many of its hits are not listed in these tables
USP2a inh: USP2a (human) protease inhibition; 0.01% of 330,000 active; Potency, µM (highest dose often 38.3 µM), inactives show at the highest dose activity change, negative = inhibition, actives largely listed as inhibitors; USP2 core, Ub-CHOP2 coupled fluorogenic reporter, 485/531; O75604;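 note: potency is the fitted concentration of half-maximal effect; plate controls were DMSO wells for no effect and full inhibition by NEM control for full effect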
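Deubiquitinase activity read as fluorescence (485/531 nm) after Ub-CHOP2 cleavage activates the enterokinase reporter on its substrate; USP2 core 10nM, Ub-CHOP2 and substrate 25nM each, 30min compound preincubation then 60min RT; data normalized to NEM, curves fitted.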
Numbers without * were called inactive; i = inactive; ? = inconclusive; nt = not tested or not shown; [ ] = dose if it differs, or a comment. Unless noted, calls come from the whole dose curve; as a rule, active = well fitted curve in the direction sought with a large enough effect; inconclusive = small, poorly fitted or top-dose-only effect, or another doubt; inactive = no such curve, though single readings can be large; an effect the other way counts as inactive or inconclusive. A portion of the library. The share of hits here may be higher or lower than overall.

The line under a structure holds: S-ASM inh	Eya2 inh	MBNL1-CUG inh	Chronic BCR inh	hERG WT inh	TSHR antagonist	PKM2 act	GALK inhibitor	Mito fusion yeast	Menin MLL FP TR	USP2a inh
O=C1NC(=O)N(c2cccc(Br)c2)C(=O)/C1=C/c1ccsc1
  0%	0%	2%	5%	i	-2	8%	6%	0%	16%	6%
C=Cc1ccc(Cn2c(C(=O)O)c(C=O)c3ccccc32)cc1
  4%	-2%	-8%	1%	-7	-6	4%	-1%	-3%	22%	4%
N#Cc1cc2c(nc1SCC(=O)Nc1cc(Cl)cc(Cl)c1)C1CCN2CC1
  5%	-11%	-13%	0%	-21	23	-4%	-2%	0%	7%	-2%
CCN(CC)CCN1Cc2ccccc2C1=N
  1%	-21%	-1%	-4%	6	6	6%	0%	-2%	8%	2%
CCOC(=O)Cc1c(C)c2c(C)[nH]nc2oc1=O
  34%[activator]	1%	-6%	7%	1	-6	8%	0%	2%	-20%	2%
COC(=O)C1=C(c2ccc(F)cc2OCc2ccccc2)C[C@@H]2CC[C@H]1N2C(=O)NCCCc1ccccc1
  -1%	8%	nt	6%	-16	-13	nt	nt	26%	nt	-2%
Cc1cccc(NC(=O)c2cccc(NS(=O)(=O)c3ccc(Cl)cc3)c2)c1
  -17%	-15%	-2%	-2%	-4	-10	15%	-2%	23%	?	1%
Cn1cc(C(=O)OCC(=O)Nc2ccccc2Cl)c2ccccc21
  nt	-7%	nt	?	1	-26	nt	nt	0%	nt	-1%
Brc1ccc2[nH]cc(/C=N/N3CCCCC3)c2c1
  -5%	1%	-3%	-3%	6	0	8%	-4%	3%	?	2%
COC1CC(OC2CCC3(C)C(CCC4C3CCC3(C)C(C5=CC(=O)OC5)C(OC(C)=O)CC43O)C2)OC(C)C1OC1OC(COC2OC(CO)C(O)C(O)C2O)C(O)C(O)C1O (centres undefined)
  nt	-9%	-1%	?	nt	?	9%	-2%	10%	nt	-2%
COc1ccc(C(CNC(=O)Cc2ccc(Cl)c(Cl)c2)N2CCCCC2)cc1 (centres undefined)
  1%	-1%	-1%	2%	4	-7	0%	-2%	-6%	nt	-1%
Cc1ccccc1N1C(=O)NC(=O)/C(=C\c2cc(Br)c(N3CCOCC3)o2)C1=O
  3%	9%	57%[activator]	?	-10	2	-3%	0%	-2%	2%	10%
CCCCOCCCn1c(N)c(C(=O)OC(C)COC)c2nc3ccccc3nc21 (centres undefined)
  i	-6%	9%	1%	1	-4	-2%	2%	0%	?	-2%
COC(=O)C1=C(c2ccc(-c3ccccc3)c(F)c2)C[C@@H]2CC[C@H]1N2C(=O)NCCOc1ccccc1
  -12%	-13%	nt	?	1	-89*	nt	nt	?	nt	2%
CCCCCn1c(=O)c(C(=O)Nc2ccccc2N)c(O)c2ccccc21
  0%	2%	4%	?	-3	4	3%	2%	-1%	13%	0%
Cc1cccc(-n2c(-c3ccco3)nc3ccccc3c2=O)n1
  3%	-20%	9%	2%	2	5	4%	3%	-1%	-4%	1%
CC(C)N1CCN(Cc2ccc3c(c2)OCCO3)CC1CCO (centres undefined)
  -2%	4%	-3%	11%	-4	-1	-6%	0%	-1%	7%	1%
CCN(CC)N=O
  -5%	17%	nt	-1%	-3	23	nt	nt	-7%	nt	0%
CC(=NCC1CCCO1)c1c(O)n(C2CCCCC2)c(=O)[nH]c1=O (centres undefined)
  -2%	-2%	-5%	14%	8	1	-1%	nt	4%	nt	-7%
Cn1c(O)c(C=NCCOc2ccc(Cl)cc2)c(=O)n(C)c1=O
  -4%	-12%	-9%	?	4	7	-2%	2%	8%	10%	-1%

Brought forward from above: three compounds, followed by the next part.
The line under a structure holds: S-ASM inh	Eya2 inh	MBNL1-CUG inh	Chronic BCR inh	hERG WT inh	TSHR antagonist	PKM2 act	GALK inhibitor	Mito fusion yeast	Menin MLL FP TR	USP2a inh
CCN(CC)N=O
  -5%	17%	nt	-1%	-3	23	nt	nt	-7%	nt	0%
CC(=NCC1CCCO1)c1c(O)n(C2CCCCC2)c(=O)[nH]c1=O (centres undefined)
  -2%	-2%	-5%	14%	8	1	-1%	nt	4%	nt	-7%
Cn1c(O)c(C=NCCOc2ccc(Cl)cc2)c(=O)n(C)c1=O
  -4%	-12%	-9%	?	4	7	-2%	2%	8%	10%	-1%
CCCCCCN1CCN(c2ccccc2Cl)CC1
  -1%	-21%	2%	-3%	-5	6	-15%	6%	-1%	-13%	-1%
COC(=O)C(O)(c1ccc(N=Cc2ccccc2O)c(C)c1)C(F)(F)F (centres undefined)
  4%	2%	0%	1%	-113*	-8	0%	2%	-5%	-5%	1%
CCOC(=O)N(c1ccccc1)P1(=S)OCC(C)O1 (centres undefined)
  2%	17%	0%	0%	2	-2	7%	2%	4%	1%	5%
c1ccc(CN2CCNCC2)nc1
  8%	-3%	2%	?	-3	-1	nt	3%	-1%	-1%	1%
CCCCn1c(=O)c(C(=O)NCc2ccccc2)c(O)c2ccccc21
  -7%	-17%	-9%	10%	-1	-20	-2%	5%	2%	16%	-1%
Cc1cc(OCC(=O)N[C@@H](Cc2ccccc2)C(=O)O)c2c3c(c(=O)oc2c1)CCC3
  7%	-12%	28%	14%	0	0	-4%	nt	-1%	-12%	2%
CCOc1cc(/C=C2/C(=O)NC(=O)N(c3ccc(CC)cc3)C2=O)ccc1OC(=O)c1cccs1
  -3%	0%	4%	?	-1	-11	0%	-4%	-2%	8%	1%
O=C1NC(=O)C(=CN2CCc3ccccc32)C(=O)N1
  -3%	1%	?	0%	4	2	-5%	0%	6%	7%	2%
C#CCOCOCC#CCN(CC)CC
  -1%	-11%	-23%	5%	1	-2	5%	0%	-1%	?	7%
Cc1ccc(NS(=O)(=O)c2ccc(OCC(=O)N3CCN(C)CC3)cc2)cc1
  0%	-8%	-1%	2%	6	14	-1%	1%	-1%	-21%	0%
CC(OC(=O)c1cn(C)c2ccccc12)C(=O)N(C)c1ccccc1 (centres undefined)
  2%	29%	nt	-21%	-3	-6	nt	nt	0%	nt	-1%
CCN(CC)c1ccc(N=Cc2c(O)n(-c3ccccc3)c(=O)[nH]c2=O)cc1
  -2%	0%	?	0%	-1	-8	12%	nt	-6%	nt	-7%
O=C(O)C(F)(F)S(=O)(=O)O
  4%	10%	-9%	?	-6	19	4%	5%	3.2µM*	3%	-8%
CCOC(=O)c1[nH]c(C)c(C(=O)N2CCC3(CC2)OCCO3)c1C
  3%	-2%	-5%	-1%	-6	10	-5%	-2%	0%	-6%	-1%
COc1ccc(CCC(=O)N(C)CC(=O)Nc2ccc(Cl)c(C(F)(F)F)c2)cc1
  -22%	-5%	-8%	?	-13	2	3%	-3%	-9%	nt	-7%
Oc1ccc(/C=N/NP(=S)(c2ccccc2)c2ccccc2)cc1
  -14%	-20%	2%	?	-5	-2	-16%	-4%	1%	nt	0%
S=C(c1ccc(Cl)cc1)N1CCOCC1
  -1%	-6%	7%	0%	13	7	5%	5%	-2%	-2%	3%
Cc1cccc(NP(=O)(Oc2ccccc2F)Oc2ccccc2F)c1
  -6%	-12%	nt	-15%	-18	-2	0%	1%	?	-16%	1%
COc1ccc(OCC(=O)N2CCN(Cc3ccc(SC)cc3)CC2)cc1
  1%	2%	5%	-11%	-3	-12	0%	-1%	9%	9%	-1%
